Calpain2 inh: calpain II (pig) inhibition; purified calpain II, fluorogenic peptide substrate, 30 min; inhibition, % at 16 µM; 220,000 tested, 0.37% active;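 active means inhibition above about 50%, limit read from the data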
p97 inhibitor: inhibitors of human p97 ATPase; P55072; recombinant p97 ATPase, Kinase-Glo ATP luminescence, 3 h; inhibition, % at 8 µM; 220,000 tested, 0.42% active; AID 1481; in the data active means inhibition above about 15%;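 further: 0% = DMSO vehicle and 100% = wells lacking enzyme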
Runt-SMMHC FRET: Runt domain-CBFb-SMMHC interaction inhibition; Q01196+Q13951; Cerulean-Runt/Venus-CBFb-SMMHC FRET ratio 530/480, 1 h; inhibition, % at 20 µM; 220,000 tested, 0.74% active; AID 1434;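 active means mean inhibition across duplicate retests at 20 µM reaching about 50%, limit read from the data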;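 further: 0% = DMSO wells and 100% = wells with excess untagged CBFb-SMMHC; inhibitors lower the FRET ratio by blocking Runt binding to CBFb-SMMHC; some results filed as inactive read as strong as hits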
Runt-CBFb FRET: inhibitors of human RUNX1 Runt domain binding to CBFb; Cerulean-Runt/Venus-CBFb FRET ratio 530/480, 1 h; inhibition, % at 20 µM; 220,000 tested, 0.46% active;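 active means inhibition over about 50% at 20 µM in the single-dose screen, limit read from the data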;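 further: 0% = DMSO wells and 100% = excess unlabeled CBFb competitor control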
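Buffer or medium: Tris pH 7.5 buffer with BSA. Assay system: Cerulean-labeled Runt domain protein. Amount: each fluorescent fusion protein 100 nM. Read-out basis: loss of energy transfer signal. Incubation: 1 h compound exposure, room temperature. Probe or stimulus: Venus-CBFb binding partner, 100 nM. Detection: FRET, excitation 422 nm, emission at 530 and 480 nm.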
NCF1 inh: blocks human p47phox regulatory protein of NADPH oxidases; AID 1274; 220,000 tested, 0.53% active; inhibition, % at 24.7 µM; p47phox/p22phox peptide binding, fluorescence polarization, 2 h; P14598;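 active means inhibition above about 30%, limit read from the data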;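 further: 0% = p47phox with labelled peptide and 100% = labelled peptide alone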
Target sequence (P14598 whole entry, looked up): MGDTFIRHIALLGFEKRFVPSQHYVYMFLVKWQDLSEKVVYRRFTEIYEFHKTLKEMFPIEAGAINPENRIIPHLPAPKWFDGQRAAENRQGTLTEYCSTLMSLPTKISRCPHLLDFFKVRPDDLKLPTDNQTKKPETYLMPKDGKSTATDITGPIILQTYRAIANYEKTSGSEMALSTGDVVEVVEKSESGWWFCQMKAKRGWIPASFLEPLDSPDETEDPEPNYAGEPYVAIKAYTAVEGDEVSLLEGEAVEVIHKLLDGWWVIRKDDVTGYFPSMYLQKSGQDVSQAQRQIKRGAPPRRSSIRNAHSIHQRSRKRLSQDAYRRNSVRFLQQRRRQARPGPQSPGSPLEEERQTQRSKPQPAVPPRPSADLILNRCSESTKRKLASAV
TbHK1 inh: blocks Trypanosoma brucei hexokinase 1 activity; recombinant TbHK1, G6PDH-coupled NADH A340; inhibition, % at 10 µM; 220,000 tested, 0.11% active;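 active means inhibition of 50% or more in the single-dose primary screen; inactive means inhibition below 50%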
EBV gp42 block: EBV gp42 inhibition | inhibition, % (tested at 21.74 µM) | 220,000 tested, 0.42% active | Fluorescence polarization binding assay, mP read-out | Q1HVG2; in the data active means inhibition above about 50%
Furin inhibitor: human furin inhibition; P09958; purified furin, fluorogenic substrate cleavage; inhibition, % at 30 µM; 220,000 tested, 0.061% active; in the data active means inhibition above about 25%; further: inactives centre near -15
Target sequence (P09958 108-714 limits assumed): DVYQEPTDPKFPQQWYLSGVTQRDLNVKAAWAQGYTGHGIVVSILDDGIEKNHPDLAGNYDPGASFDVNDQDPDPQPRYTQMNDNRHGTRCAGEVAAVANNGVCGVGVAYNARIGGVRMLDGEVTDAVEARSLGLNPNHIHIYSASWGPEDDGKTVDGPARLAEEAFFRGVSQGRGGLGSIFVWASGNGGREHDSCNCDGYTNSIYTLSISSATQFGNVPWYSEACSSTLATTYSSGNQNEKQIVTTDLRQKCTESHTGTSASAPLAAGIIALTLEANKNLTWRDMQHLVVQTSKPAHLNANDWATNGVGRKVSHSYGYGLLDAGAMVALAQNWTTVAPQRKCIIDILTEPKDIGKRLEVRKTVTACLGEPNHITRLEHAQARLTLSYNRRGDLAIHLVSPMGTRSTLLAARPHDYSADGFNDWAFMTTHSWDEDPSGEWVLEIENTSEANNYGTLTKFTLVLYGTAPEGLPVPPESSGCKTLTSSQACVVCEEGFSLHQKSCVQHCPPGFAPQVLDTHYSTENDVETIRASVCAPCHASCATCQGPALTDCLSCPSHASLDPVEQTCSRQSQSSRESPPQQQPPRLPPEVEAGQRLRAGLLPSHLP
RBBP9 inhibitor: inhibitors of human serine hydrolase RBBP9. O75884. recombinant RBBP9, FP-Rh probe fluorescence polarization. inhibition, % at 7.94 µM. 220,000 tested, 0.2% active;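 active means inhibition above the campaign mean of all tested compounds plus 3 SD, cut at about 14% in these data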;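 further: plate controls were DMSO wells with RBBP9 for no effect and wells lacking RBBP9 protein for full effect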
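Test system: recombinant human RBBP9. Quantity: 2.5 µM RBBP9 dispensing solution, before mixing. Detection: FP readout at 525/598 nm. Reagent: Serine-hydrolase probe FP-Rh, 375 nM pre-mixing. Measure: % inhibition. Control set: DMSO-treated enzyme wells and wells lacking RBBP9. Buffer or medium: Tris-NaCl-Pluronic buffer, pH 8.0. Times: preincubation 30 min plus labeling 45 min at 25 °C.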
* hit, by the source's call; · = not tested or not shown; [ ] = remark or other dose.

SMILES	Calpain2 inh	p97 inhibitor	Runt-SMMHC FRET	Runt-CBFb FRET	NCF1 inh	TbHK1 inh	EBV gp42 block	Furin inhibitor	RBBP9 inhibitor
CCOc1ccc(-n2c(Cc3cc(=O)[nH]c(=O)[nH]3)nnc2SCC)cc1	-8.9	2.6	-1.5	-1.5	-10.9	2.9	-7.8	-29.1	1.4
CCOc1ccc(-n2nnnc2SCC(=O)N2CCOCC2)cc1	-23.5	0.1	2.5	-0.6	-6.8	3.4	0.0	-19.8[20 µM]	3.8
Cc1ccc(C)c(NC(=O)/C(C#N)=C/c2cn(CC(=O)NCc3ccco3)c3ccccc23)c1	30.1	-10.3	43.7	-47.4	4.5	1.1	-27.9	-18.1	-10.3
O=C(CSCc1c(F)cccc1Cl)Nc1cccnc1	5.6	1.8	-2.2	0.1	1.9	-11.1	-8.5	-16.8	-6.8
O=C(CSc1nnc(-c2ccncc2)n1Cc1ccccc1)Nc1nccs1	-25.5	-3.5	-5.9	-1.5	-8.9	-6.0	-4.7	-12.0[20 µM]	-5.5
C=CCn1c(-c2sccc2C)n[nH]c1=S	6.9	2.5	15.1	5.4	-3.0	-0.3	1.7	-23.8	-10.5
CC(=O)N1N=C(c2cccs2)CC1c1ccco1 (centres undefined)	-29.1	4.4	1.9	2.0	1.7	-10.0	-11.5	-18.6	4.8
O=C(O)C1CCCCC1C(=O)Nc1ccc2c(c1)OCCO2 (centres undefined)	3.0	1.6	1.0	3.3	-6.6	-2.2	-16.9	-20.8	-3.0
COc1ccc2c(c1)OC(O)(C(F)(F)F)CC2=O (centres undefined)	24.4	-3.5	-7.7	-1.1	-23.0	35.7	-9.6	-17.7	-1.0
Cc1ccccc1OCC(=O)OC(C(=O)c1ccccc1)c1ccccc1 (centres undefined)	44.5	3.4	-1.3	-0.5	0.0	32.0	-9.6	-5.5	5.1
N#CCC(=O)N/N=C/c1cn(Cc2cccc3ccccc23)c2ccccc12	34.0	7.2	-9.1	-3.4	5.7	-17.6	-10.6	-27.1	6.8
Cc1ccc(C(=O)Nc2ccc(C(=O)O)cc2)cc1S(=O)(=O)Nc1cccc([N+](=O)[O-])c1	-57.6	4.2	-2.5	-1.0	-3.8	-7.1	0.3	-21.0	-7.6
O=C(c1ccc(S(=O)(=O)N2CCOCC2)cc1)N1CCc2ccccc2C1	-5.4	-5.9	2.6	0.8	-2.6	3.1	-7.4	-9.1[20 µM]	-11.6
Cc1ccc(S(=O)(=O)NCCC(=O)OCn2nnc3ccccc3c2=O)cc1	5.8	0.3	-2.8	0.8	-6.3	-2.2	-13.0	-13.4[20 µM]	-0.5
COc1cc(/C=C/c2cc(OC(C)=O)c3ccccc3n2)c(OC(C)=O)c([N+](=O)[O-])c1	-0.2	-1.6	34.6	49.2	-8.1	-30.7	-3.2	-1.7[20 µM]	5.9
Cc1nn(C)c(C)c1Sc1ccccc1N	-21.9	9.9	-1.0	-3.5	-9.4	-5.6	0.2	-19.9	2.0
COc1cc(NC(=O)CN2CCN(c3ccccc3)CC2)c(C)cc1[N+](=O)[O-]	18.7	-3.9	4.0	6.2	-10.7	17.9	-12.9	2.0	-4.2
CCN(C(=O)CCc1nc(-c2ccc(OC)cc2)no1)c1cc(OC)ccc1OC	-4.7	-7.7	-8.3	0.2	-13.8	-5.9	-10.1	-3.1[20 µM]	-3.8
CCOC(=O)c1cc2c(ccn2C)n1CC(=O)N(Cc1ccccc1)c1ccc(F)cc1	11.4	2.5	-0.5	-4.3	-14.9	26.7	-0.3	-8.2	-5.2
O=C(Nc1nc2c(s1)CCCC2)c1cccs1	5.5	-11.5	2.5	1.0	-6.1	-29.9	-9.5	-9.6	5.3

Limited to Calpain2 inh and Runt-CBFb FRET, for some of the entries so far:
structure,Calpain2 inh,Runt-CBFb FRET
CC(=O)N1N=C(c2cccs2)CC1c1ccco1 (centres undefined),-29.1,2.0
O=C(O)C1CCCCC1C(=O)Nc1ccc2c(c1)OCCO2 (centres undefined),3.0,3.3

Next part:
SMILES	Calpain2 inh	p97 inhibitor	Runt-SMMHC FRET	Runt-CBFb FRET	NCF1 inh	TbHK1 inh	EBV gp42 block	Furin inhibitor	RBBP9 inhibitor
Cc1cccc(OCC(=O)N2CCC(N3CCOCC3)CC2)c1	19.2	3.1	0.7	2.4	-7.8	-3.1	-7.2	-20.0	-11.5
COc1cccc(NC(=O)C(=O)N2CCOCC2)c1	-8.0	3.6	-8.8	3.1	-2.5	1.0	-20.1	-7.0[20 µM]	-1.2
CC1(c2ccc3ccccc3c2)NC(=O)N(CC(=O)Nc2cccc(S(=O)(=O)N3CCOCC3)c2)C1=O (centres undefined)	-18.1	-2.7	1.6	-2.1	-18.6	-8.5	2.9	-2.8	-15.6
CC12CCC3(CO)COC(c4ccccc4O1)C2C3 (centres undefined)	-3.0	3.3	1.4	-1.6	7.8	4.3	-5.3	-23.5	-2.9
COCCn1c(SC(C)C(=O)Nc2ncc(Cl)cc2Cl)nc2ccccc21 (centres undefined)	20.2	-2.1	1.3	-0.4	-1.9	-5.3	-30.8	-24.6[20 µM]	-7.4
CCCN(CCC)S(=O)(=O)c1ccc(C(=O)Nc2nnc(CSC)o2)cc1	27.2	-8.9	5.5	-0.7	-1.3	1.6	-7.6	-15.8	-14.0
C[C@H]1C=C(C(=O)NCc2ccccc2)O[C@@H](OCc2ccc(CO)cc2)C1	-15.2	3.2	-2.7	-1.1	-15.5	-6.0	-10.2	-16.6	-5.3
O=c1oc(-c2cccs2)nc2sc3c(c12)CCC3	-47.2	-1.7	65.0	-102.6	-20.7	-5.2	-42.9	-13.1	-2.4
Nc1cc(-c2ccccc2)n2c(n1)nc1ccccc12	-19.1	10.5	-0.7	1.1	-2.8	-15.7	-15.2	2.8	-4.1
O=C(O)CCc1nc2cc3ccccc3cc2[nH]1	-16.5	5.8	0.9	-0.4	1.0	-2.7	-4.8	-32.4	-6.3
CCOC(=O)N1CCN(C(=O)CSc2cc(C)nc3c(-c4ccccc4OC)c(C)nn23)CC1	-19.8	-4.8	1.0	0.0	-11.4	-19.3	-18.1	-18.1[20 µM]	-4.7
COc1ccc(C(=O)N/N=C(\C)CC(=O)Nc2ccc3c(c2)OCO3)cc1	-18.0	4.7	-1.1	2.9	-7.9	1.9	-10.1	-16.1	0.3
O=C(COC(=O)Cc1ccc(S(=O)(=O)N2CCOCC2)s1)NCCc1ccccc1	-71.3	2.2	-3.6	-0.2	-25.7	5.0	-3.2	-15.4[20 µM]	-7.5
Cc1cccc(NC(=O)Nc2ccc3c(c2)N(C)C(=O)CS3)n1	-7.7	1.8	-1.7	2.6	-41.1	-3.2	-12.2	-26.5	-5.4
O=C(NCCc1ccccc1)c1ccc(Cl)c([N+](=O)[O-])c1	21.3	-1.2	-4.4	-1.6	-9.1	-1.5	-1.0	-17.8	-7.7
Cc1onc(-c2c(Cl)cccc2Cl)c1NC(=O)NN(C)C	8.9	8.2	-4.6	0.9	2.5	-11.5	-14.5	-16.4	-0.9
Cc1ccccc1CN1C(=O)c2ccccc2Sc2ccc(C(=O)O)cc21	-14.8	7.5	-1.4	-1.8	-5.8	9.5	-11.0	-17.0	3.2
Cn1cccc1CNC(=S)Nc1cc(F)cc(F)c1	0.1	2.4	-4.2	18.4	-7.8	-2.7	-4.0	-11.5	8.4
CC12CCCCC1(O)[N+](=O)C1=C(CCCC1)N2[O-] (centres undefined)	-37.4	1.6	-2.2	3.0	-13.9	-23.0	-1.0	-3.5	-3.6
CC(=O)N1CCc2cc(C(=O)CN3CCCCC3)ccc21	-22.3	-3.7	-2.8	2.6	-0.8	-19.5	10.2	-23.6	-3.8
O=C(O)CC(C(=O)Nc1ccc(F)cc1)C1CCCO1 (centres undefined)	-14.1	8.0	-2.2	0.9	-6.5	2.8	13.1	-15.5	-0.7
Oc1ccc(/C=N/NC(=S)Nc2cccnc2)cc1O	-3.5	7.3	9.0	9.5	8.1	-33.1	4.2	20.7	-10.8
CCCCCOC(=O)C1[C@H]2C(=O)N(Cc3cccs3)C[C@]23C=C[C@H]1O3 (some centres undefined)	6.3	-0.8	-0.5	-1.4	-5.9	2.0	5.5	-29.1	-5.5
COc1ccc(-n2c(N)c(C(=O)Nc3c(C)n(C)n(-c4ccccc4)c3=O)c3nc4ccccc4nc32)cc1	12.5	7.8	-37.0	-9.2	12.3	-31.1	-0.5	-13.6	6.7
Nc1nnnn1/N=C/c1ccco1	-14.8	0.6	-1.6	1.9	-5.0	-26.8	-22.5	-12.1	-2.1
CCCOCC(O)CC(CC)C(=O)NNC(=S)Nc1ccccc1 (centres undefined)	-20.8	-0.7	0.6	·	2.0	-2.3	7.3	-3.9	-2.6
Cc1onc(-c2c(Cl)cccc2Cl)c1C(=O)N1CCc2ccccc21	22.8	-0.3	2.6	0.9	-4.0	-3.5	-1.0	-12.7[20 µM]	-2.4
COCCNC(=O)c1onc(CSc2ccc(F)cc2)c1C(=O)NCCOC	-12.0	·	0.7	0.2	-7.1	-8.0	-7.8	-27.4	·
O=C(Nc1cccc(Cl)c1N1CCCC1)c1ccc(Br)o1	13.9	-6.0	-0.7	-1.6	-20.9	12.4	-8.4	-1.9[20 µM]	-8.1
COc1ccc(CN(C)C(C)C(=O)NC2CCCc3ccccc32)cc1 (centres undefined)	33.6	-6.7	-4.4	-1.2	0.7	8.0	-8.5	-6.1	-5.3
CC(=O)c1ccc(N2CCN(C(=O)/C=C/c3ccc(S(=O)(=O)N4CCOCC4)cc3)CC2)cc1	5.1	-1.4	3.0	-0.8	-22.2	-15.4	-4.9	-29.0	-7.3
CC1CCc2c(nc3ncnn3c2NCCN(C)C)C1 (centres undefined)	-18.5	-0.9	8.2	-2.1	0.3	-6.8	-7.5	-21.7	4.6
CC1CC(=O)C2=C(C1)OC(N)=C(C#N)C2c1coc2ccccc2c1=O (centres undefined)	-30.6	2.5	-8.6	0.3	-13.4	-4.5	0.1	-7.2[20 µM]	-12.3
O=C1C2C3C=CC(CO)(O3)C2C(=O)N1c1ccc(-c2ccccc2)cc1 (centres undefined)	·	4.9	50.1	37.2	·	-1.9	·	-35.6	-11.5
CC(C)C(=O)Nc1cccc(NC(=O)c2ccc([N+](=O)[O-])cc2Cl)c1	12.2	4.8	1.7	1.3	-8.5	-1.9	-17.4	-18.4	4.8
COc1cccc(/C=N/N2CCN(C3c4ccccc4-c4ccccc43)CC2)c1O	-30.2	3.6	1.4	1.5	-10.8	-17.9	-13.4	-3.5	-5.8
CC(C)=CC(=O)OCC(=O)Nc1ccc(Cl)cc1	-5.1	1.8	-4.8	1.9	-5.5	-2.2	-5.7	-13.4	-9.8
O=C(Nc1ccc2oc(-c3cccnc3)nc2c1)c1cc2ccccc2o1	-78.8	-0.1	-2.5	-3.5	-44.9	-14.4	-16.6	-24.2	-0.6
CC(OC(=O)Cc1coc2cc3c(cc12)CCC3)C(=O)NCc1ccc2c(c1)OCO2 (centres undefined)	26.1	-6.0	0.2	-1.7	-12.3	-2.3	-6.9	-13.0[20 µM]	4.3

A few values from above:
For Calpain2 inh, COCCNC(=O)c1onc(CSc2ccc(F)cc2)c1C(=O)NCCOC shows -12.0
For Runt-CBFb FRET, CC1CCc2c(nc3ncnn3c2NCCN(C)C)C1 (centres undefined) shows -2.1
For EBV gp42 block, CC(C)=CC(=O)OCC(=O)Nc1ccc(Cl)cc1 shows -5.7
For NCF1 inh, CCCOCC(O)CC(CC)C(=O)NNC(=S)Nc1ccccc1 (centres undefined) shows 2.0
